ARFGAP1 inhibitor: inhibitors of rat ARFGAP1 GAP activity, primary screen, biochemical, fluorescence polarization, GDP tracer. Arfgap1-stimulated ARF1 GTP hydrolysis, GDP FP detection. inhibition, % at 16.5 µM. hit rate 0.26% among 360,000. AID 651572, 2012;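 active means inhibition above a per-plate limit, mean inhibition of low control wells plus 3 SD, cut at about 25% in these data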;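 further: 0% = DMSO wells with enzyme and 100% = wells lacking Arfgap1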
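Repeats: one replicate per compound; assay system: rat Arfgap1 catalytic domain, aa 1-136; times: enzyme reaction 120 min at 25 °C after 20 min preincubation; detection: FP of antibody-bound GDP Alexa 633 tracer, ex 620/em 688 nm; benchmarks: high control wells lacking Arfgap1, low control full reaction with DMSO; reagent: human ARF1(Δ1-17)-GTP substrate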
DDE Tn6 FP inh: inhibitors of Tn6 peptide binding to fibrin DD(E), primary screen, biochemical, fluorescence polarization, human fibrin, Tn6 probe. inhibition, % at 8.3 µM. hit rate 0.21% among 370,000. AID 720509, 2013. Fibrinogen beta chain (Homo sapiens), P02675. Fibrin DD(E) TRITC-Tn6 fluorescence polarization displacement;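 active means inhibition above a per-campaign cutoff: mean of compounds within control limits plus 3 SD, cut at about 15% in these data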;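 further: 0% = median of all compound wells on the plate and 100% = blocking peptide control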
TDP2 inh: human TDP2 enzyme inhibitors, primary screen, biochemical, epi absorbance, recombinant enzyme; Tyrosyl-DNA phosphodiesterase 2 (Homo sapiens), O95551; T5PNP hydrolysis, p-nitrophenol absorbance 415 nm; inhibition, % at 12.8 µM; hit rate 0.34% among 370,000; AID 720702, 2013;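 active means inhibition above the mean of all tested compounds plus 3 SD, set per campaign, cut at about 25% in these data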;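 further: 0% = DMSO with enzyme and 100% = buffer with substrate but no TDP2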
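Assay system: recombinant human TDP2 / Reagent: T5PNP substrate at 5 mM, a TopII-DNA adduct mimic / Measured by: epi absorbance from released p-nitrophenol / Evaluation: % inhibition relative to enzyme-containing and enzyme-free wells / Control set: enzyme-free and DMSO wells / Replicates: each compound tested once, singlicate / Schedule: enzyme reaction with compound for 2 h at 37 °C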
proKLK7 act: proKLK7 zymogen activators, primary screen, biochemical, fluorescence intensity | Kallikrein-7 (Homo sapiens), P49862 | purified proKLK7, EDANS-DABCYL substrate fluorescence; 100% is mature enzyme control, 0% vehicle | activation, % at 7 µM | hit rate 0.9% among 370,000;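 active means activation above the mean of all tested compounds plus 3 SD, computed per campaign excluding outliers beyond control limits, cut at about 13% in these data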
ASAP1 inh: inhibitors of human ASAP1 ArfGAP activity, primary screen, biochemical, fluorescence polarization | Arf-GAP with SH3 domain, ANK repeat and PH domain-containing protein 1 (Homo sapiens), … | ASAP1-stimulated ARF1 GTP hydrolysis, GDP FP detection | inhibition, % at 16.5 µM | hit rate 0.19% among 360,000; in the data active means inhibition above about 25%;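 further: 0% = vehicle with enzyme and substrate and 100% = no enzyme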
Target sequence (Q9ULH1 325-724 limits assumed): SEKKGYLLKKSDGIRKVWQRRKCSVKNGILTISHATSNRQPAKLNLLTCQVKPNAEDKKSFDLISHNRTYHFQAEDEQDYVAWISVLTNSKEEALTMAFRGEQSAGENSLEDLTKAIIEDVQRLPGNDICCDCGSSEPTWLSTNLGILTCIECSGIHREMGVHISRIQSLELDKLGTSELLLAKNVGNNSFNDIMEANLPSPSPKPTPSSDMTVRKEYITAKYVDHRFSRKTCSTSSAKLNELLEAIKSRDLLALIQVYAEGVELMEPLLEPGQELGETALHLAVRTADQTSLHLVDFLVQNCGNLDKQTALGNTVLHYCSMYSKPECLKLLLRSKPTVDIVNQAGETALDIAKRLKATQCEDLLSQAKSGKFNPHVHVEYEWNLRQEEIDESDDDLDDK
PLC-gamma1 inh: PLC-gamma1 enzyme inhibitors, primary screen, biochemical, fluorescence, purified enzyme. fluorogenic substrate. inhibition, % at 12.2 µM. hit rate 0.84% among 370,000. AID 720700, 2013; in the data active means inhibition above about 9.5%
LEDGF integ inh: blockers of LEDGF/p75-dependent integrase strand transfer – biochemical, TR-FRET, high throughput, primary screen; TR-FRET IN-LEDGF/p75 DNA integration, Eu/Cy5; inhibition, % at 3.7 µM; hit rate 0.64% among 370,000;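 active means inhibition above the screen-wide mean plus 3 SD, cut at about 13% in these data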;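 further: signal is the Cy5 over europium emission ratio at 671 and 618 nm; 0% = plate median of compound wells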
ADAM10 inh: human ADAM10 inhibitors, primary screen, biochemical, QFRET, HTS. AID 720582, 2013. recombinant ADAM10, EDANS/DABCYL FRET peptide cleavage, 3 h. inhibition, % at 7 µM. hit rate 0.62% among 370,000;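 active means inhibition above a per-campaign cutoff equal to the mean of compounds falling between control-based bounds plus 3 SD, cut at about 20% in these data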;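 further: 0% = DMSO wells while the 100% control is not disclosed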
DDE Tn7 FP inh: inhibitors of Tn7 peptide binding to fibrin DD(E), primary screen, biochemical, fluorescence polarization, human fibrin, Tn7 probe; hit rate 0.13% among 370,000; FP displacement of FITC-Tn7 peptide from fibrin DD(E); 0% = median of compound wells per plate; inhibition, % at 8.3 µM; AID 720508, 2013; Fibrinogen beta chain (Homo sapiens), P02675;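 active means inhibition above the mean of compounds falling within the control limits plus 3 SD of them, cut at about 14% in these data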;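 further: 0% = plate median of compound wells and 100% = 10 µM Aha-Tn7 peptide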
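Assay system: Fibrin-DD(E) protein isolated from polymerized human fibrin clots; read-out basis: percent inhibition; medium: Tris/NaCl/CaCl2 buffer, pH 7.8; signal: FP measurement; incubation: 10 min plus 3 h, room temperature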
ADAM17 inh: ADAM17 inhibitors, primary screen, biochemical, QFRET | Disintegrin and metalloproteinase domain-containing protein 17 (Homo sapiens), P78536 | recombinant ADAM17, EDANS/DABCYL FRET peptide cleavage | inhibition, % at 6.95 µM | hit rate 0.83% among 370,000 | AID 720648, 2013;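 active means inhibition above the mean of compounds lying between control limits plus 3 SD, set per campaign, cut at about 8.5% in these data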;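 further: 0% = DMSO-only wells as the low control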
Target sequence (P78536 215-824 limits assumed): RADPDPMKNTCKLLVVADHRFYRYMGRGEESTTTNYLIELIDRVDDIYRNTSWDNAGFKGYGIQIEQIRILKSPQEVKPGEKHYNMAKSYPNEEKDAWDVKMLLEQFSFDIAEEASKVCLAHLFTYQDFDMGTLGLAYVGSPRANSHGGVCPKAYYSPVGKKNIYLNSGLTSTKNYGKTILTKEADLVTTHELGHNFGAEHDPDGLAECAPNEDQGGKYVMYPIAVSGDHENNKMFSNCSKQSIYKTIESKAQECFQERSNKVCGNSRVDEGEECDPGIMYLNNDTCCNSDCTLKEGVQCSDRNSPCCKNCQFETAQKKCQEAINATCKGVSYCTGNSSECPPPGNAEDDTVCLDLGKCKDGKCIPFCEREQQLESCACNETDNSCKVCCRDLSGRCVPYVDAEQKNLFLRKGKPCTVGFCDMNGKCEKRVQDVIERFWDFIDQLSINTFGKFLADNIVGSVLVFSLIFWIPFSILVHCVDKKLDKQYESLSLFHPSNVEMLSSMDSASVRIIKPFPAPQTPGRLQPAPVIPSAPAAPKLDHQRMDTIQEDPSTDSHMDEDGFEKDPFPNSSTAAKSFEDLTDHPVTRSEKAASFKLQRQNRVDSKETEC
Numbers without * were called inactive; i = inactive; . = no result given. Rows are unselected; about 4.2% have a hit in one of these screens.

cpd	structure	ARFGAP1 inhibitor	DDE Tn6 FP inh	TDP2 inh	proKLK7 act	ASAP1 inh	PLC-gamma1 inh	LEDGF integ inh	ADAM10 inh	DDE Tn7 FP inh	ADAM17 inh
1	COc1cc(OC)cc(-c2c(-c3ccsc3)c3cc(Br)ccc3n2C)c1	-10	-1	9	0.1	8	0	-2	-6	-3	-4
2	CN(C)S(=O)(=O)c1cccc(NC(=O)Cc2ccc(-c3ccccc3)cc2)c1	15	-13	-7	-0.3	0	-6	-6	14	-2	5
3	CCOC(=O)N1C(=O)C[C@](Sc2ccc(OC)cc2)(C(=O)N2CCN(c3ncccn3)CC2)[C@H]1c1ccc(OC)cc1	.	-7	-1	0.5	.	-3	-1	-4	3	-3
4	Cc1ccc(NS(=O)(=O)c2ccc(C(=O)N3CCN(c4ccccn4)CC3)cc2)cc1	1	0	-10	0.8	9	3	-7	-2	4	0
5	CC(C)C(=O)Nc1nc2c(ncn2C2CC(O)C(CO)O2)c(=O)[nH]1 (centres undefined)	2	0	-11	-0.5	-2	1	2	-3	-7	0
6	COc1ccc(CN(C(=O)c2oc3ccc(F)cc3c2C)C2CCS(=O)(=O)C2)cc1 (centres undefined)	3	0	-9	0.3	-11	4	2	10	-4	0
7	COCCNC(=O)c1ccccc1NC(=O)CN(c1ccc2c(c1)OCO2)S(C)(=O)=O	10	0	1	0.1	9	-2	0	6	3	1
8	CCOC(=O)C1=C(CSc2nc(-c3ccncc3)ccc2C#N)OC(N)=C(C#N)C1c1cccnc1 (centres undefined)	6	-8	11	51*	4	-482	-2	-134	-6	-39
9	COc1cccc(-n2c(=O)c3ccccc3n(CC(=O)NCC3CCCO3)c2=O)c1 (centres undefined)	-4	0	4	0.3	7	-2	1	-3	-6	2
10	Cc1cc(NC(=O)CSc2nnc(C3CC3)n2Cc2ccccc2)no1	2	-3	-4	-0.5	2	-2	1	-11	-4	-1
11	CCCC(C)(C)C(=O)N1CCC1(C)C(=O)Nc1cccc(OC)c1 (centres undefined)	-9	0	-10	0.6	15	0	6	2	-4	-1
12	CC1CCN(S(=O)(=O)c2ccc3c(c2)N(CC(=O)NCCCN2CCCC(C)C2)C(=O)CS3)CC1 (centres undefined)	6	-2	1	0.7	7	1	-2	-3	-1	-2
13	Cn1ccnc1SCCNC(=O)C1CCC(=O)N(Cc2ccc(Cl)cc2)C1 (centres undefined)	-13	-1	19	-0.5	-8	0	1	-9	-3	-4
14	O=C(NC(Cc1ccccc1)C(=O)NC1CC1)OCc1ccccc1 (centres undefined)	5	-2	1	0.1	-6	0	3	3	-6	-2
15	O=c1c(Cc2c(F)cccc2Cl)c(O)ccn1CCc1ccccn1	0	-7	-3	-0.2	-4	1	-3	-14	2	-3
16	Cc1ccnc(NS(=O)(=O)c2ccc(NC(=O)c3ccc4c(c3)OCCO4)cc2)n1	5	-6	-1	0.2	6	-1	-2	-9	-1	-4
17	COCCN(C(=O)c1ccccc1OC1CCN(S(C)(=O)=O)CC1)C(C)C	1	-3	-6	0.3	17	0	4	6	-2	1
18	Cc1cccc2cc(C#N)c(NCCNS(=O)(=O)c3ccccc3)nc12	-13	1	-17	-1.1	13	-33	6	-125	5	-50
19	CS(=O)(=O)N(CC(=O)N1CCOCC1)c1ccc2c(c1)OCO2	-8	2	-8	17*	5	7	1	5	-6	2
20	CCOC(=O)[C@@H](CCc1ccccc1)N[C@@H](C)C(=O)N1CCC[C@H]1C(=O)O	.	2	3	-0.9	.	-2	-2	1	8	0
21	NC(=O)C1(c2ccccc2)CCCN1C(=O)c1ccc(Br)cc1 (centres undefined)	11	2	-2	-0.5	11	1	-1	4	4	-1
22	O=C(O)c1cccc(NC(=S)N/N=C/c2ccccc2OCc2cccc(Br)c2)c1	-9	3	4	-0.3	-5	-21	-2	-4	4	-3
23	O=C(NCC1CCCO1)C(C(=O)c1ccccc1)n1ccccc1=O (centres undefined)	1	2	4	-1.0	-6	1	-3	-1	0	0
24	COC(=O)[C@]1(Cc2ccccc2)N[C@H](CN(C)C(=O)Nc2ccc(F)cc2)[C@@H]2C(=O)N(C)C(=O)[C@@H]21	-3	-3	8	0.2	-3	-3	1	-10	2	-5
25	CCOC(=O)c1cc2c(nc1N)CC(C)(CC)OC2 (centres undefined)	-8	3	-7	2.6	3	-92	3	i	-2	-340
26	C/C(CC(=O)Nc1ccc(N(C)C)cc1)=N\NC(=O)c1ccc([N+](=O)[O-])cc1	6	-8	-7	-0.1	10	0	-4	3	-2	-1
27	CCSc1nnc(NC(=O)c2ccc(C)o2)s1	-10	4	6	0.3	-2	-20	-2	-7	2	-3
28	C/C(=N\NC(=S)NCc1ccccc1)c1ccc(C)o1	-1	-3	-10	-0.1	7	1	2	2	-2	3
29	COc1ccc(OC)c(NC(=O)CSc2nc(=O)n(Cc3ccccn3)c3c2CCC3)c1	0	1	6	0.4	7	2	-1	-8	2	-2
30	Cc1cc(=O)n2nc(N3CCC(C(=O)N4CCN(C)CC4)CC3)sc2n1	6	-5	1	0.5	4	-1	-1	11	7	-4
31	Cc1cc(C)c(S(N)(=O)=O)c(C)c1N(C)S(=O)(=O)c1ccccc1	7	-3	5	0.0	-14	3	3	-1	-1	0
32	Cc1cc2c(cc1C)-c1nnnn1C(N1CCCC1)C(=O)N2 (centres undefined)	9	-2	-9	0.4	0	0	4	-11	-3	-3
33	CC(=O)N1CCc2cc(S(=O)(=O)NCc3ccc(C)cc3)ccc21	8	-4	15	-0.5	-2	0	2	-3	-8	3
34	COc1ccc(C(=O)Nc2sc(C)c(C)c2CN2CC(C)OC(C)C2)cc1 (centres undefined)	-2	-12	-2	0.5	7	-2	2	-19	-3	-2
35	COc1ccc(-c2nnc(SCC(=O)N(C)C3CCS(=O)(=O)C3)n2C(C)C)cc1 (centres undefined)	-8	-5	4	-0.4	-3	5	-4	-18	-1	-4
36	Fc1cnc(N2CCc3ccccc32)nc1N1CCc2ccccc21	-8	2	-7	-1.0	5	-2	-1	1	2	-2
37	COc1cccc(-n2nnc3c(=O)n(C/C=C/c4ccccc4)cnc32)c1	0	-1	-4	-0.4	0	-2	-1	-11	3	1
38	O=C(Nc1ccc(C(=O)N2CCCC2)cc1)c1ccccc1[N+](=O)[O-]	-13	1	16	0.7	7	0	-4	3	3	-5
39	CCOC(=O)c1cc2ccc3ccccc3c2s1	12	6	3	-1.2	2	-2	1	-1	3	-3
40	Cn1c(N)c(C(=O)CSc2nnc(-c3c[nH]c4ccccc34)n2C2CC2)c(=O)[nH]c1=O	-5	2	6	-0.3	11	0	4	-3	-5	-2
41	Cc1cc(C(=O)OCC(=O)Nc2ccc(F)cc2)c(C)o1	0	-5	4	0.5	-1	2	-3	1	-4	-1
42	Nc1nonc1C(=O)NCCNC(=O)c1cccc(Cl)c1	15	-2	6	0.2	0	0	-2	3	-6	1
43	CCNc1nc(Oc2ccc(=O)[nH]n2)nc(SC)n1	-8	-5	7	0.1	-7	3	4	-2	4	-4
44	CCn1nc(C)c(NC(=O)/C=C/c2cnn(C)c2)c1C	0	7	8	-0.6	-15	0	1	-8	-2	-1
45	CC(C)c1nnc(NC(=O)CCC(=O)NCc2ccccc2Cl)s1	1	-7	16	0.1	-2	0	-2	3	-2	-3
46	COCCCNC(=S)N/N=C/c1ccc(OC)cc1	16	-3	-2	0.1	-8	1	-2	-2	4	-1

7 entries picked at random from those above:
cpd	structure	ARFGAP1 inhibitor	DDE Tn6 FP inh	TDP2 inh	proKLK7 act	ASAP1 inh	PLC-gamma1 inh	LEDGF integ inh	ADAM10 inh	DDE Tn7 FP inh	ADAM17 inh
5	CC(C)C(=O)Nc1nc2c(ncn2C2CC(O)C(CO)O2)c(=O)[nH]1 (centres undefined)	2	0	-11	-0.5	-2	1	2	-3	-7	0
36	Fc1cnc(N2CCc3ccccc32)nc1N1CCc2ccccc21	-8	2	-7	-1.0	5	-2	-1	1	2	-2
20	CCOC(=O)[C@@H](CCc1ccccc1)N[C@@H](C)C(=O)N1CCC[C@H]1C(=O)O	.	2	3	-0.9	.	-2	-2	1	8	0
24	COC(=O)[C@]1(Cc2ccccc2)N[C@H](CN(C)C(=O)Nc2ccc(F)cc2)[C@@H]2C(=O)N(C)C(=O)[C@@H]21	-3	-3	8	0.2	-3	-3	1	-10	2	-5
19	CS(=O)(=O)N(CC(=O)N1CCOCC1)c1ccc2c(c1)OCO2	-8	2	-8	17*	5	7	1	5	-6	2
23	O=C(NCC1CCCO1)C(C(=O)c1ccccc1)n1ccccc1=O (centres undefined)	1	2	4	-1.0	-6	1	-3	-1	0	0
37	COc1cccc(-n2nnc3c(=O)n(C/C=C/c4ccccc4)cnc32)c1	0	-1	-4	-0.4	0	-2	-1	-11	3	1

Screens as filed in PubChem BioAssay.
